# Source: PubChem BioAssay
# STEP block – STEP (human) phosphatase inhibition; inhibition, % at 20 µM; AID 588621; recombinant STEP, OMFP fluorogenic substrate, fluorescence; 360,000 compounds, 0.25% hits; P54829;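 active = inhibition at 20 µM, scaled per plate between control wells, above about 37%, limit read from the data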;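 note: 0% = DMSO with enzyme and substrate and 100% = substrate only without enzyme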
#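 System: STEP phosphatase, cell-free reaction; Buffer or medium: Bis-Tris pH 6.0 buffer with DTT, detergent; Incubation: 20 min at room temperature, dark; Measured by: fluorescence, 480/540 nm.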
# CSN deneddyl inh – CSN deneddylation inhibition; Q92905; Purified CSN, SCF-Nedd8-OG deneddylation, fluorescence polarization; inhibition, % at 12.5 µM; 360,000 compounds, 0.38% hits; AID 651999;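 active = pattern-corrected inhibition above about 35%, with an unprinted fluorescence ratio check between 0.5 and 1.5, limit read from the data, passing the limit was not always enough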;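 note: 0% = enzyme with substrate and 100% = substrate without enzyme; some results filed as inactive read as strong as hits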
#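 Assay system: purified human Csn5 enzyme expressed in HEK293T cells; measure: % inhibition; also added: SCFSkp2-Nedd8OG substrate at 10 nM final; technique: fluorescence polarization; times: reaction 90 min, room temperature; medium: Tris buffer pH 7.5, NaCl, DTT, Tween-20, trehalose, ovalbumin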
# Scp1 inh – inhibitors of human Scp-1 phosphatase. Q9GZU7. Recombinant Scp1, phosphopeptide, malachite green phosphate absorbance. inhibition, % at 20 µM. 340,000 compounds, 0.88% hits. AID 493091;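 active = inhibition above about 50% at 20 µM, limit read from the data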;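 note: plate controls were DMSO wells with enzyme for no effect and wells lacking enzyme for full effect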
#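 Assay system: SCP-1 catalytic fragment, aa 76-261 | Buffer or medium: Tris acetate buffer pH 5.5 with MgCl2 and Tween-20 | Compound: One concentration, 20 µM, with 1.0% DMSO | Also added: Phospho 17-mer peptide substrate | Signal: Absorbance at 630 nm | Incubation: 45 min enzyme reaction at room temperature | Measure: % inhibition of SCP-1 phosphate liberation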
# DNMT1 inh – DNMT1 (human) enzyme inhibition | inhibition (reported as % activation of signal), % at 10 µM | P26358 | DNMT1 molecular beacon, Hinp1I cleavage, fluorescence | AID 588458 | 360,000 compounds, 0.83% hits; in the data active = inhibition above about 50%
# Rpn11 block – Rpn11 (human) deubiquitinase inhibition; O00487; human 26S proteasome, Ub4-pepOG fluorescence polarization; 20S core pre-blocked with epoxomicin; calls only at 20 µM; 360,000 compounds, 0.59% hits;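 active = inhibition at 20 µM, scaled to each plate's controls, above about 33%, limit read from the data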
# Neddylation inh – blocks human cullin neddylation; TR-FRET cullin neddylation, biochemical; 360,000 compounds, 0.58% hits; AID 651699; calls only at 25 µM; P61081+Q13564; in the data active = inhibition above about 36%
# LMPTP inh – blocks human LMPTP phosphatase; P24666; recombinant LMPTP-A, OMFP fluorogenic substrate, fluorescence intensity; inhibition, % at 20 µM; 360,000 compounds, 0.22% hits;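 active = compounds that cut the enzyme signal by at least half of the control window in the single-dose screen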;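 note: plate controls were DMSO wells with enzyme plus substrate for no effect and substrate without enzyme for full effect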
#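 Test system: LMPTP-A, protein tyrosine phosphatase of low molecular weight; Input: 0.625 nM enzyme; Incubation: 50 min dark incubation at room temperature; Signal: endpoint fluorescence intensity from OMFP dephosphorylation; Read-out basis: % inhibition versus control wells.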
# NadD block – NadD (S. aureus) enzyme inhibition; 360,000 compounds, 0.78% hits; inhibition, % at 20 µM; purified NadD enzyme, colorimetric absorbance read-out; in the data active = inhibition above about 26%; note: some compounds past the cut are filed as inactive
# Rin1-Abl PPI inh – human Rin1-Abl interaction inhibition. P00519+Q13671. inhibition, % at 7.35 µM. AID 588664. TR-FRET Rin1/Abl binding, biochemical. 360,000 compounds, 0.4% hits; in the data active = inhibition above about 5%, passing the limit was not always enough
# SUMO1-SIM PPI – modulators of human SUMO1-mediated protein-protein interactions; P63165; SUMO1 binding to a labelled peptide, TR-FRET, 1 h; inhibition, % at 20 µM; 360,000 compounds, 0.33% hits; AID 602429; in the data active = inhibition above about 37%
# * hit, by the source's call; i = inactive; nt = not tested or not shown; + = active, no number.
SMILES,STEP block,CSN deneddyl inh,Scp1 inh,DNMT1 inh,Rpn11 block,Neddylation inh,LMPTP inh,NadD block,Rin1-Abl PPI inh,SUMO1-SIM PPI
COC(=O)/C=C1/N/C(=N\c2nc(C)cc(C)n2)N(c2ccc(C)c(C)c2)C1=O,0,-3,-5,-1,i,i,-1.4,9,-4,-10
COc1cccc(NC(=O)c2cnc(SC)nc2)c1,-2,-2,0,-3,i,i,-1.9,-2,-2,4
Cc1ccc(CNC(=O)COc2ccc(S(=O)(=O)N3CCCC3)cc2)cc1,3,0,-6,0,i,i,-0.7,-3,-1,3
COCCCn1c(SCC(=O)Nc2ccccc2F)nnc1-c1ccoc1C,5,-3,-5,-1,i,i,0.0,-6,2,3
CC(=N\NC(=O)c1ccc([N+](=O)[O-])cc1)/C(=N/O)C(=O)Nc1ccccc1,-1,-4,-10,0,i,i,-0.4,-1,-2,-29
CC(C)OCCCNC(=O)c1cc(Sc2ccc(F)cc2)nc2ccccc12,0,4,-6,-12,i,i,-0.4,-1,-4,-5
Cc1cc(C)nc(N2CCC(C(=O)Nc3ccc4c(c3)OCCO4)CC2)n1,4,-2,3,2,i,i,-0.5,-1,-1,2
CCOc1ccc(C(=O)N2CCc3ccccc32)cc1,3,-1,-4,1,i,i,-2.1,-5,2,0
Cc1cc(=O)oc(C)c1C(=O)OC(C(=O)c1ccccc1)c1ccccc1 (centres undefined),0,4,-10,-1,i,i,2.4,-8,1,3
Cc1ccc(C)c(N2CCN(CCCNC(=O)CCn3c(=O)c4cccn4c4cccnc43)CC2)c1,-1,3,-6,0,i,i,0.6,-2,-3,6
CCOC(=O)CCCCCC(=O)Nc1ccc2c(c1)C(=O)N([C@H](C)CO)C[C@H](C)[C@@H](CN(C)C(=O)Nc1ccc(OC)cc1)O2,2,5,-3,2,i,i,-0.9,1,16*,-3
COC(=O)c1c(C)[nH]c(C(=O)COc2ccc3ccc(=O)oc3c2)c1C,5,15,33,15,i,i,7.0,-5,4,31
Cc1nc2cc(OC3(C)CCN(Cc4ccc(OC(F)(F)F)cc4)C3)ccc2s1 (centres undefined),-2,-4,nt,14,i,i,1.7,-3,-4,-1
COc1ccc(OC)c(C(=O)N2CCC(C(=O)c3ccc(F)cc3)CC2)c1,2,3,-2,-1,i,i,-1.4,8,1,2
CSc1ccc(CNC(=O)C2(C)CCCN2CC(C)C)cc1 (centres undefined),2,-5,nt,-2,i,i,-0.9,-4,-2,-2

# Rin1-Abl PPI inh: entries above that show a hit.
SMILES,STEP block,CSN deneddyl inh,Scp1 inh,DNMT1 inh,Rpn11 block,Neddylation inh,LMPTP inh,NadD block,Rin1-Abl PPI inh,SUMO1-SIM PPI
CCOC(=O)CCCCCC(=O)Nc1ccc2c(c1)C(=O)N([C@H](C)CO)C[C@H](C)[C@@H](CN(C)C(=O)Nc1ccc(OC)cc1)O2,2,5,-3,2,i,i,-0.9,1,16*,-3

# Single entries from above.
# Cc1nc2cc(OC3(C)CCN(Cc4ccc(OC(F)(F)F)cc4)C3)ccc2s1 (centres undefined) – NadD block = -3
# CSc1ccc(CNC(=O)C2(C)CCCN2CC(C)C)cc1 (centres undefined) – SUMO1-SIM PPI = -2
# COc1cccc(NC(=O)c2cnc(SC)nc2)c1 – DNMT1 inh = -3
# COCCCn1c(SCC(=O)Nc2ccccc2F)nnc1-c1ccoc1C – STEP block = 5
# CCOc1ccc(C(=O)N2CCc3ccccc32)cc1 – LMPTP inh = -2.1

# Next section:
SMILES,STEP block,CSN deneddyl inh,Scp1 inh,DNMT1 inh,Rpn11 block,Neddylation inh,LMPTP inh,NadD block,Rin1-Abl PPI inh,SUMO1-SIM PPI
Clc1ccc2c(c1)C(N1CCNCC1)Cc1ccccc1S2 (centres undefined),6,7,0,8,i,i,0.0,-3,1,-3
COc1ccc(NS(=O)(=O)c2c(F)cccc2F)cc1S(=O)(=O)N1CCOCC1,0,4,2,-14,i,i,0.9,-1,0,6
O=C(CC1C(=O)NCCN1Cc1cccc(Oc2ccccc2)c1)NCCc1ccccn1 (centres undefined),2,-11,1,-10,i,i,0.1,0,-5,-7
COC(=O)C1CCN(C(=O)c2cc(-c3ccco3)nc3ccccc23)CC1,6,43,70*,86*,i,i,47,32*,4,12
O=C(c1sc2ccccc2c1Cl)N(Cc1ccco1)C1CCS(=O)(=O)C1 (centres undefined),0,-1,-7,-4,i,i,-0.9,-1,1,0
C[C@@H](CN1CCC[C@H]1CN1C(N)=NC[C@@H]1Cc1ccccc1)N1C[C@@H](Cc2ccccc2)N(CCCC2CCCC2)C1=N,5,6,9,2,i,i,22,10,-1,-50
O=C(CCCCCn1c(=S)[nH]c2ccsc2c1=O)NC1CCCCC1,-1,-5,-4,0,i,i,5.6,0,-6,2
C=CCNC(=O)C1CCN(c2cc(C)nc(-c3ccccc3)n2)CC1,2,0,2,0,i,i,0.2,7,1,-2
C=C(C)CC(NCc1ccco1)c1ccc(OC)cc1 (centres undefined),-1,0,3,1,i,i,0.9,-8,-1,-1
CN=c1scc(-c2cccs2)n1/N=C/c1ccccc1O,-2,-7,-2,-9,i,i,3.3,-2,2,-9
Cc1cc(-c2ccccc2)oc(=O)c1NC(=O)c1ccccc1,-3,-6,0,-2,i,i,-0.8,17,-5,-16
CCN(CC(=O)Nc1ccc(OC)cc1)C(=O)Cc1cccs1,1,9,38,16,i,i,7.9,2,1,1
Cc1[nH]nc2c1C(C(C)c1ccccc1)C(C#N)=C(N)O2 (centres undefined),-3,-3,-3,-1,i,i,1.1,-6,-2,-2
CC(C)(C)C1=Nn2c(nnc2C2CCCCC2)SC1,0,-6,-4,1,i,i,-2.5,-4,3,2
CCn1c(C)nc2cc(C(=O)NNC(=O)Nc3ccc(Cl)cc3)ccc21,3,1,3,3,i,i,0.1,0,6,-1
O=C(Nc1ccccn1)c1sc2cccc(F)c2c1Cl,4,-3,-2,3,i,i,-1.3,2,1,-2
COc1ccc(N(C(=O)c2ccncc2)S(=O)(=O)c2ccc(F)cc2)cc1,5,85*,nt,-11,i,i,1.3,-2,-1,15
COC(=O)c1sccc1NC(=O)CSc1cc(Cl)ccc1Cl,4,6,-13,-1,i,i,2.6,-2,-1,-1
CCO/C=C1/C(=O)N(C)C(=O)c2cc(OC)ccc21,-1,-1,-6,-17,i,i,-0.7,-2,-2,5
CCOc1ccc(S(=O)(=O)N/N=C(\C)Cc2ccc(OC)cc2)cc1,-1,-2,-9,1,i,i,-1.3,-7,-4,1
O=C(Nc1ccccc1)Nc1cc(OCC(F)(F)F)cc(OCC(F)(F)F)c1,-2,3,-11,-20,i,i,6.1,-6,3,1
O=C(Nc1c(F)cc(F)cc1Br)c1cc(-c2ccc(O)cc2)on1,0,2,-16,-6,i,i,1.5,-3,0,5
Cc1c(C(C)O)nnn1-c1nonc1N (centres undefined),-4,-3,-5,0,i,i,-1.9,1,1,-4
NCc1csc(Nc2ncccn2)n1,2,-1,nt,2,i,i,-0.4,7,-2,0
COc1cc(OC)c(OC)cc1CNC1CCCCCC1,1,-1,-4,3,i,i,-1.6,-5,1,3
Cc1ccc(-c2csc(N/N=C/c3ccco3)n2)c(C)c1,1,-13,-1,-6,i,i,0.9,8,-4,3
CCCNC(=O)c1ccc(S(=O)(=O)c2ccc(OC)cc2)c([N+](=O)[O-])c1,0,-4,-13,2,i,i,0.6,-3,1,-34
Cc1ccc2c(c1)nc1c3ccccc3nc(-c3ccccc3N)n21,0,1,nt,-10,i,nt,0.5,2,4,2
CCN(CC)CCCn1c2c(c(SCC(=O)Nc3ccc(OC(F)(F)F)cc3)nc1=O)CCC2,-3,4,-6,2,i,i,0.0,-8,0,1
O=C(O)C1(P(=O)(c2ccccc2)c2ccccc2)CCC1,2,0,3,2,i,i,-0.6,-9,-3,0

# An excerpt from above, showing only DNMT1 inh, Neddylation inh and STEP block.
SMILES	DNMT1 inh	Neddylation inh	STEP block
CCCNC(=O)c1ccc(S(=O)(=O)c2ccc(OC)cc2)c([N+](=O)[O-])c1	2	i	0
O=C(Nc1ccccc1)Nc1cc(OCC(F)(F)F)cc(OCC(F)(F)F)c1	-20	i	-2
CCO/C=C1/C(=O)N(C)C(=O)c2cc(OC)ccc21	-17	i	-1
COC(=O)c1sccc1NC(=O)CSc1cc(Cl)ccc1Cl	-1	i	4

# New compounds follow:
SMILES,STEP block,CSN deneddyl inh,Scp1 inh,DNMT1 inh,Rpn11 block,Neddylation inh,LMPTP inh,NadD block,Rin1-Abl PPI inh,SUMO1-SIM PPI
Cc1ccc(Nc2nc3ccccc3n3cnnc23)c(Cl)c1,1,1,0,22,i,nt,-1.1,-1,1,-3
Cc1cc(C)nc(NC(=O)CCN2C(=O)c3ccccc3S2(=O)=O)n1,3,0,-6,2,i,i,-1.3,-5,0,4
Cc1cc(Nc2ccccc2)nn1C(=O)c1ccc(Cl)cc1,2,-3,-2,0,i,i,0.9,3,-3,-3
O=C(Nc1ccc(Cl)cn1)Nc1ccc(Cl)cn1,0,3,-3,3,i,i,-1.5,-1,0,4
CN1C(=O)/C(=C/c2ccccc2F)Sc2ccc(C(=O)NCC3CCCO3)cc21 (centres undefined),1,-1,-3,-2,i,i,1.2,-4,-2,-23
CCCn1nc(NC(=O)C(C)(C)C)c2cc3cc(OC)ccc3nc21,-2,5,5,-4,i,nt,-0.1,-7,0,-19
CC(NC(=O)CN1CCCC1)c1ccccc1 (centres undefined),1,-1,-3,3,i,i,-2.9,-7,0,4
Cc1ccc(CSC2=NCCN2C(=O)C2CC2)cc1,0,0,-5,3,i,i,0.9,-2,-3,-2
CC(C)(C)CC(=O)Nc1ccccc1N1CCN(c2ccc(F)cc2)CC1,-2,-3,-5,12,i,i,2.4,-5,1,0
COc1cc(NC(=O)c2cc(OC)c(OC)c(OC)c2)c2ncccc2c1,-1,2,0,-3,i,i,2.3,-9,0,-4
COc1cccc2sc(NNC(=O)C3=COCCO3)nc12,0,-7,-3,0,i,i,-0.2,3,-3,-2
Cc1cccc(NC(=O)c2cc(S(=O)(=O)N3CCCCC3)c[nH]2)c1C,-2,5,-7,-5,i,i,-1.4,-4,-2,1
CC(C)Cn1c(-c2cccnc2)nc2c1c(=O)[nH]c(=O)n2CC(C)C,0,2,0,2,i,i,-0.1,1,2,3
Cc1nc2cc(C(=O)O)ccc2s1,-3,1,-2,-2,i,i,-1.2,2,-3,-1
CN1CCN(S(=O)(=O)c2ccc(NN)nc2)CC1,-1,-4,-6,4,i,i,-2.4,0,-3,-5
COc1ccc2cc3cc(C(=O)N4CCCCCC4)oc3nc2c1,1,1,-4,3,i,+,1.6,0,-5,-34
CCC1C(=O)NCCN1C(=O)c1ccc2nc(Cc3ccc(OC)cc3)oc2c1 (centres undefined),4,3,3,2,i,i,-0.7,6,-1,-6
c1ccc(C(=NNc2nc3ccccc3s2)c2ccccn2)cc1,-1,-6,7,8,i,i,4.9,10,-3,-18
O=C1c2cccc(OCC(=O)N3CCCc4ccccc43)c2CCN1Cc1ccc(F)cc1,0,-15,-9,-8,i,i,2.3,-7,-1,3
N/C(=N\OC(=O)Cc1cccs1)c1ccc([N+](=O)[O-])cc1,-1,4,1,-3,i,i,0.5,-4,-4,-20
